Screening data (PubChem BioAssay)
APJ antagonist = antagonists of human APJ apelin receptor; P35414; CHO-K1 APJ beta-arrestin complementation, luminescence; inhibition, % at 20 µM; hit rate 0.32% among 330,000; AID 2521;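 active means inhibition above about 40% at 20 µM, limit read from the data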;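 further: cells challenged with 10 nM apelin-13 agonist together with compound; plate controls were apelin-13 plus DMSO wells for no effect and DMSO wells lacking apelin-13 for full effect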
Target sequence (P35414 whole entry, looked up): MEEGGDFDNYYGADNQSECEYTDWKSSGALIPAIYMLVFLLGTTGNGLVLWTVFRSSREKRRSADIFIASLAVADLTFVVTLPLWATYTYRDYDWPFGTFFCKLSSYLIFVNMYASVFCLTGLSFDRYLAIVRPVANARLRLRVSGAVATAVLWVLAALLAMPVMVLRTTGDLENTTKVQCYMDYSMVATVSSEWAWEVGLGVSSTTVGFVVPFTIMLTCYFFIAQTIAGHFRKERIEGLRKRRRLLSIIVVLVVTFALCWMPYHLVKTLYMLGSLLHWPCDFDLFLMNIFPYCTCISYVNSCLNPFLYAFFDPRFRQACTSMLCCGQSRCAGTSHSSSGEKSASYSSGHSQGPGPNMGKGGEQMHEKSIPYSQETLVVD
APJ ag = agonists of human APJ apelin receptor; AID 2520; activation, % at 20 µM; hit rate 0.11% among 330,000; CHO-K1 APJ PathHunter beta-arrestin, luminescence; 0% DMSO wells, 100% apelin; P35414;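 active means activation more than six SD over the plate average, tested at 20 µM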;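 further: 0% = DMSO alone and 100% = apelin-13 at 10 nM; some results filed as inactive read as strong as hits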
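Test system: CHO-K1 APJ beta-arrestin complementation cell line | Compound: Single test compound dose, 20 µM final, 1% DMSO | Incubation: Compound 90 min 25 °C, reagent 1 h | Measured by: beta-gal luminescence | Read-out basis: APJ–arrestin association signal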
XBP1 UPR activ = adaptive UPR (XBP1) activation. CHO-XBP1 luciferase reporter, IRE1-XBP1 UPR activation, luminescence; percent of tunicamycin response, DMSO as zero. activation, % at 20 µM. hit rate 0.33% among 330,000;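 active means versus positive control, 20 µM dose yields 30% or more activation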;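 further: 100% = tunicamycin at 10 µg/mL and 0% = DMSO only wells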
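Material: CHO-XBP1 cells stably carrying IRE1-XBP1-driven luciferase reporter / Amount: 1000 cells per well / Compound: 20 µM, 1% DMSO / Times: 6 h treatment, 37 °C / Detection: luciferase luminescence / Measure: % activation of reporter signal versus tunicamycin and DMSO controls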
Jurkat NFkB inh = inhibitors of the PMA/ionomycin-induced NF-kB reporter in Jurkat cells | hit rate 0.53% among 330,000 | PMA/ionomycin-induced NF-kB luciferase reporter, luminescence | inhibition, % at 4 µM | AID 435003; in the data active means inhibition above about 50%
697 NFkB inh = lowers PMA/ionomycin-induced NF-kB signal in 697 B cells; 697 B-cell NF-kB luciferase reporter, 16 h; inhibition, % at 4 µM; AID 435022; hit rate 0.33% among 330,000; in the data active means inhibition above about 35%
CHOP UPR activ = apoptotic UPR (CHOP) activation; CHO-CHOP luciferase reporter, luminescence; percent of tunicamycin response over DMSO baseline; activation, % at 10 µM; hit rate 0.34% among 330,000; AID 449763;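 active means at 10 µM dose, activation of 40% or more, normalized to positive control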;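 further: 100% = tunicamycin at 10 µg/mL and 0% = DMSO alone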
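Assay system: CHO cells with stable CHOP pathway luciferase reporter; Buffer or medium: F12 plus 10% serum; Times: 16-18 h cell attachment, then 6 h compound exposure, 37 °C; Signal: luciferase luminescence; Read-out basis: percent activation relative to tunicamycin control; Control set: tunicamycin high control, DMSO low control.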
Mdm2 MdmX PPI = inhibitors of human Mdm2/MdmX interaction. inhibition, % at 8 µM. AID 485346. O15151+Q00987. hit rate 3% among 330,000. SaOS-2 split-luciferase Mdm2/MdmX complementation, luminescence;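 active means inhibition of at least 50% at 8 µM in the primary screen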
tim23-1 inh = inhibits growth of tim23-1 mutant yeast. S. cerevisiae tim23-1 growth, BacTiter-Glo luminescence, 24 h. inhibition, % at 20 µM. hit rate 1.3% among 330,000. AID 463212;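 active means growth inhibition of the mutant yeast at or above 50%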;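 further: temperature-sensitive mutant grown at 25 °C; plate controls were DMSO-treated mutant yeast for no effect and medium wells lacking yeast for full effect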
The depositor's hits bear a star. No enrichment for hits; 5% or so of the library scored in one or more.

cpd | structure | XBP1 UPR activ | APJ antagonist | Jurkat NFkB inh | Mdm2 MdmX PPI | tim23-1 inh | 697 NFkB inh | CHOP UPR activ | APJ ag
1 | O=c1c(=O)n2c(nn1Cc1ccc(F)cc1)sc1ccccc12 | -0.1 | -11.1 | 1.9 | 18.8 | -2.9 | -19.4 | 0.0 | 0.0
2 | C/C(=C\c1cccs1)C(=O)c1c(C)cc(C)[nH]c1=O | -1.4 | -7.7 | -3.5 | 6.1 | 8.4 | 16.8 | -1.0 | -4.5
3 | COC(=O)c1ccccc1NC(=O)NCc1ccco1 | -1.7 | 4.5 | 4.6 | 4.9 | -4.5 | 5.2 | 2.2 | -4.9
4 | CC(C)(C)NC(=O)Cn1c(SCC(=O)N2CCCCCC2)nc2ccccc21 | -1.1 | -2.3 | -9.1 | 8.7 | 16.7 | 23.8 | 0.6 | -0.6
5 | CC(C(=O)O)n1nc2ccccc2n1 (stereo not given) | 0.5 | 7.7 | 11.0 | 18.0 | -1.3 | 18.0 | 0.0 | -0.9
6 | CCc1ccc2c(CN(C)Cc3ccc(OC(F)F)c(OC)c3)cc(=O)oc2c1 | -0.3 | 20.9 | 10.6 | 4.5 | 19.3 | 13.3 | 1.1 | -1.9
7 | CNc1ccccc1C(C)(C)c1cc(-c2cccc([N+](=O)[O-])c2)no1 | -2.7 | 12.4 | 13.6 | 30.8 | 26.8 | -98.2 | -1.4 | -3.0
8 | Cc1csc(NC(=O)Nc2ccc(Cl)cc2)n1 | 5.8 | -14.1 | -13.1 | -19.1 | -0.8 | -39.7 | 5.2 | 12.7
9 | O=S(=O)(NCCN1CCCC1)c1cccc2cccnc12 | -1.4 | 0.0 | 6.6 | -12.2 | -10.7 | 7.4 | 0.3 | -4.3
10 | CCOC(=O)c1ncn2c1CN(C)C(=O)c1cc(F)ccc1-2 | -6.5 | -2.4 | 6.9 | 8.0 | -7.4 | 9.0 | -2.6 | -3.6
11 | O=C(COC(=O)C1CC(=O)N(Cc2ccccc2)C1)c1ccc(F)cc1 (stereo not given) | -0.8 | -6.7 | 5.0 | 6.7 | 13.0 | 12.8 | 1.1 | -5.5
12 | COc1cccc(/C(O)=C2/C(=O)C(=O)N(c3cc(C)on3)C2c2cccs2)c1 (stereo not given) | -0.8 | -0.5 | -9.3 | 49.3 | 13.8 | -27.2 | 3.7 | -0.6
13 | CC/C=C\C/C=C\C/C=C\CCCCCCCC(=O)O | -3.8 | -1.2 | -8.3 | -11.0 | 8.7 | -12.2 | 1.9 | 8.5
14 | Cc1noc(C)c1COc1ccc(C(=O)OCC(=O)Nc2c(C)n(C)n(-c3ccccc3)c2=O)cc1 | 1.4 | 1.4 | -2.9 | 6.4 | 7.8 | 8.5 | -2.9 | -1.4
15 | Cc1ccc(-c2nnc(SCC(=O)NC3CC3)n2N)cc1 | 1.0 | -22.6 | -7.6 | -25.0 | 13.2 | -2.1 | -1.0 | -2.2

Next compounds follow.
cpd | structure | XBP1 UPR activ | APJ antagonist | Jurkat NFkB inh | Mdm2 MdmX PPI | tim23-1 inh | 697 NFkB inh | CHOP UPR activ | APJ ag
16 | C=CCN1C(=O)/C(=C2/Sc3ccccc3N2C)SC1=Nc1c(C)n[nH]c1C | 8.7 | -22.2 | 0.0 | 24.0 | -21.8 | -6.1 | -0.8 | -4.6
17 | Cc1cc(C(=O)NCc2csc(-c3ccccc3)n2)no1 | -1.6 | 0.3 | -12.0 | -19.0 | 3.4 | -29.9 | -0.3 | 14.0
18 | Cc1nc2ccccc2c(=O)n1NC(=O)c1cccc(Cl)c1 | 1.4 | -16.6 | -1.7 | -6.6 | 21.3 | -7.4 | -0.6 | -4.5
19 | CCN(CC(=O)Nc1ccc(OC)cc1)C(=O)CCc1nc2ccccc2c(=O)[nH]1 | -3.0 | 20.5 | -6.5 | 5.9 | -5.1 | 12.5 | 2.3 | 4.9
20 | COc1ccc(S(=O)(=O)N2CCC(C(=O)NC3CCCC3)CC2)cc1C | 4.2 | -4.3 | 7.7 | -19.8 | 1.1 | 14.4 | 0.9 | 0.9
21 | COc1ccc2c(c1)CCc1c(C(=O)NCc3ccc(F)cc3)noc1-2 | -1.6 | -11.3 | 8.2 | 29.8 | 15.0 | -13.2 | 0.3 | 3.8
22 | Cn1cc2c(=O)n(/N=C/c3ccccc3)cnc2n1 | 1.7 | 7.6 | -15.2 | 19.4 | 0.3 | -2.8 | 1.9 | -2.2
23 | OCc1ccccc1O[C@@H]1O[C@H](CO)[C@@H](O)[C@H](O)[C@H]1O | -2.2 | 9.6 | 1.5 | 10.1 | 8.4 | 19.7 | -1.3 | -4.8
24 | CC(C)=NNC(=O)c1c(O)c2ccccc2[nH]c1=O | -2.6 | 1.2 | -8.2 | 15.3 | 28.4 | -3.8 | -1.7 | -2.9
25 | CCc1cc2c(SCC(=O)NC(=O)c3cccn3C)ncnc2s1 | -0.5 | -3.0 | 13.0 | 19.9 | -2.3 | 6.0 | -0.5 | -0.4
26 | CC(=O)Oc1ccc2c(=O)c(-c3nc4ccccc4s3)coc2c1 | -3.7 | -0.4 | -88.0 | -83.6 | 65.0* | -143.3 | -3.8 | -0.4
27 | CC1(C)CC(=O)c2c(noc2-c2ccccc2)C1 | 0.1 | 6.7 | -2.1 | 14.0 | 11.2 | -26.8 | 6.7 | -0.8
28 | O=C(NNC1=NC2(CCCC2)Cc2ccccc21)c1cccnc1 | -5.7 | 18.3 | 2.1 | 25.9 | -2.4 | -0.3 | 0.8 | -4.6
29 | Cc1ccc(CSc2nnc(CC(=O)Nc3ccc(C)cc3)n2C)cc1 | -1.6 | -7.8 | 3.4 | -10.2 | 34.2 | 7.1 | -0.5 | -2.1
30 | COc1ccc(/C(N)=N/OC(=O)c2ccco2)cc1 | -3.1 | -70.1 | -149.0 | -146.8 | 11.5 | -173.2 | -1.3 | 2.2

Next section:
cpd | structure | XBP1 UPR activ | APJ antagonist | Jurkat NFkB inh | Mdm2 MdmX PPI | tim23-1 inh | 697 NFkB inh | CHOP UPR activ | APJ ag
31 | CN(CC(=O)Nc1ccccc1Br)C(=O)CCSc1ccc(F)cc1 | -1.8 | 6.5 | 5.3 | 18.9 | -5.2 | 5.6 | 0.2 | 0.5
32 | COc1ccc(CCn2c(C)c(C(C)=O)c3cc(OC(=O)c4ccco4)ccc32)cc1OC | -1.0 | 11.4 | 2.3 | 23.2 | 11.3 | -6.4 | -0.5 | -2.6
33 | COc1ccccc1CN1CC(C(=O)NCCc2ccc(Cl)cc2)CC1=O (stereo not given) | 0.7 | 27.4 | 3.7 | 13.7 | -2.9 | 12.6 | -2.1 | 0.9
34 | Cc1cc(=O)oc2cc(Oc3ncccn3)ccc12 | -0.7 | 1.9 | 9.8 | 20.7 | 2.0 | -0.5 | 3.9 | -1.8
35 | Cc1ccc(NC(=O)c2cccc(S(=O)(=O)N3CCN(c4ccc(F)cc4)CC3)c2)nc1 | -3.8 | -47.9 | 48.9 | 12.4 | 33.6 | -67.3 | 7.8 | -0.9
36 | O=C(CSc1nc2[nH]ncc2c(=O)[nH]1)NCc1ccccc1 | -1.5 | -7.0 | -2.7 | 19.2 | -8.7 | 11.9 | 0.7 | 1.9
37 | Cc1ccc(C(=O)CSc2nnc(-c3ccco3)o2)o1 | 3.7 | 17.4 | -6.8 | 1.2 | 12.1 | 8.7 | 1.4 | -6.2
38 | COc1cccc(Nc2nc3ccccc3n3nnnc23)c1 | 10.7 | -11.3 | -33.0 | -22.7 | 5.3 | -45.7 | 2.7 | -1.3
39 | COc1ccccc1C(=O)C1CCCN(Cc2ccc(Oc3ncccn3)cc2)C1 (stereo not given) | -1.3 | 11.9 | 10.0 | 4.9 | -0.4 | 18.3 | 0.1 | -3.9
40 | COc1ccc(OC)c(C(=O)CCCC(=O)c2cc(OC)ccc2OC)c1 | 15.7 | 11.5 | 16.7 | 20.4 | 24.6 | -4.4 | 1.2 | -3.3
41 | CN(C(=O)c1ccc(OC2CCN(CCc3ccccc3)CC2)cc1)C1CCOC1 (stereo not given) | -2.5 | -16.9 | 2.0 | 1.1 | 6.7 | 16.7 | 0.4 | -0.2
42 | COCC(=O)N1CCCc2ccccc21 | 1.9 | 0.4 | 2.3 | 12.5 | 10.2 | -5.3 | 0.2 | -3.5
43 | COc1cc(C)ccc1OCc1cc(C(=O)N(C)CCCN2CCOCC2)no1 | -0.8 | 9.7 | -92.9 | -138.2 | 4.7 | -156.8 | 4.9 | -9.1
44 | O=C(O)CCc1ccc(-c2ccc(Cl)cc2)n1Cc1ccco1 | -2.6 | 12.2 | 12.9 | 22.7 | 13.7 | 9.7 | -0.4 | -1.7
45 | Cc1ccc(CCNC(=O)C2CCC(=O)N(Cc3cccc(F)c3)C2)cc1 (stereo not given) | -4.6 | 7.2 | 19.0 | 29.8 | 19.1 | 10.5 | 1.8 | -2.8

Next section.
cpd | structure | XBP1 UPR activ | APJ antagonist | Jurkat NFkB inh | Mdm2 MdmX PPI | tim23-1 inh | 697 NFkB inh | CHOP UPR activ | APJ ag
46 | COc1ccc(-c2[nH]ncc2N=Nc2cc(C)cc(C)c2)cc1 | 1.9 | -8.0 | 29.8 | 48.8 | 2.3 | -24.6 | 2.1 | -0.4
47 | CCOC(=O)c1[nH]c(C)c(C(=O)NC2CCCC2)c1C | -2.6 | 0.6 | -7.9 | 10.6 | 19.3 | 1.7 | -0.5 | -0.8
48 | O=C(O)c1ccc(S(=O)(=O)N2CCC(Cc3ccccc3)CC2)cc1 | -5.3 | 1.7 | -13.0 | 22.0 | -3.5 | 11.6 | -0.2 | 0.3
49 | CCCCCCC(=O)N/N=C/c1ccco1 | 2.0 | 5.2 | -1.2 | 3.1 | -7.8 | 1.8 | 1.2 | -0.5
50 | COC(=O)c1sccc1NC(=O)CSc1nnnn1-c1ccccc1C | -2.2 | -0.4 | 1.6 | 8.7 | 10.9 | 10.6 | -2.5 | -4.8
51 | Clc1cccc(N=NN2CCOCC2)c1Cl | 0.6 | -3.7 | 17.0 | -11.2 | 1.1 | 16.2 | 0.9 | -3.8
52 | O=C(COc1nncc2ccccc12)Nc1c(F)c(F)c(F)c(F)c1F | -4.3 | -7.8 | -10.0 | -28.6 | 12.0 | 3.8 | -0.7 | 3.3
53 | O=[N+]([O-])c1cc(S(=O)(=O)NC2=NCCCCC2)ccc1NCC1CCCCC1 | -3.5 | -9.1 | 14.7 | 20.5 | 16.3 | -17.7 | -0.4 | -2.5
54 | CC(C)(C)NC(=O)CSc1nnnn1C(C)(C)C | 1.4 | -4.6 | -7.4 | 7.0 | 1.8 | -8.3 | -1.6 | -3.7
55 | Cc1ccc(Nc2ccc(C(N)=O)cc2[N+](=O)[O-])cc1 | 0.0 | -11.0 | -7.8 | 2.1 | 25.3 | -12.5 | 1.5 | -1.9
56 | O=S1(=O)OCCC(c2ccccc2)N1Cc1ccccc1 (stereo not given) | -1.6 | 9.1 | 7.4 | 25.6 | 15.6 | 6.3 | 0.4 | -3.5
57 | O=C(Nc1cccc(Cl)c1)C1CCN(C(=O)c2cccs2)CC1 | -2.9 | 0.0 | -2.5 | 10.2 | 9.1 | 5.6 | -0.6 | -1.2
58 | COc1ccc(S(=O)(=O)N(C)CC(=O)Nc2ccccc2OC)cc1 | -4.0 | 10.5 | -20.3 | 1.8 | 23.3 | 3.9 | -1.1 | 0.5
59 | CC[C@@H](C)[C@@H]1CN([C@@H](CN2CCC[C@H]2CN2C(N)=NC[C@H]2CC(C)C)C(C)C)C(=N)N1CCc1ccc(Cl)c(Cl)c1 | -1.9 | 17.6 | -13.5 | 3.5 | -13.1 | 4.2 | -0.3 | 0.6
60 | C=CCC1(CC=C)CCCN1C(=O)C1CCC(=O)N(CCc2ccc(OC)cc2)C1 (stereo not given) | -2.5 | -20.1 | -96.5 | -97.6 | 7.2 | -144.5 | 8.1 | -1.1
